PPARg SRC-3 ag: agonists of human PPARgamma SRC-3 coactivator recruitment; AID 731; activation, % at 8 µM; hit rate 0.26% among 200,000; biochemical PPARgamma/SRC-3 coactivator recruitment assay; in the data active means activation above about 23%;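 further: 0% = DMSO and 100% = reference agonist; some compounds past the cut are filed as inactive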
STAT1 blocker: STAT1 signaling inhibition. NIH 3T3 STAT1-luciferase reporter, IFN-gamma, luminescence. inhibition, % at 5.5 µM. hit rate 0.35% among 200,000. AID 920;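 active means inhibition above a set limit, the mean inhibition across all tested compounds plus 3 SD, cut at about 34% in these data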;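 further: 0% = IFN-gamma with DMSO and 100% = IFN-gamma with 300 µM nifuroxazide; values of inactives mirror those of a sister screen read the other way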
RAM inhibit: yeast RAM network inhibition. S. cerevisiae dse1pr::URA3 reporter, 5-FOA growth OD615, 2 d; analog-sensitive cbk1-as2 kinase mutant strain. inhibition, % at 50 µM. hit rate 1.8% among 190,000. AID 868;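 active means inhibition above a set limit, 3 SD over mean compound inhibition, cut at about 8.4% in these data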;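 further: 0% = DMSO-only wells with no growth and 100% = 10 µM 1-NA-PP1 full growth; inhibition rescues growth on 5-FOA so higher OD means more RAM inhibition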
STAT3 blocker: STAT3 signaling inhibition; U3A cells, IL-6 STAT3-luciferase reporter, luminescence; host cell line lacks STAT1; inhibition, % at 5.5 µM; hit rate 0.89% among 190,000; AID 862;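 active means inhibition above the mean inhibition across all screened compounds plus 3 SD, cut at about 44% in these data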;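 further: 0% = DMSO only wells and 100% = 100 µM nifuroxazide control wells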
STAT3 activator: STAT3 signaling activation. activation (% of control), % at 5.6 µM. hit rate 0.91% among 190,000. U3A cells, IL-6 STAT3-luciferase reporter, luminescence; 100% = signal with IL-6 EC80 alone;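 active means activation above the screen-wide mean of compound activation plus 3 SD, cut at about 130% in these data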;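 further: 0% = background luminescence of wells with medium and substrate only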
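Material: human STAT1-deficient U3A cells with stable STAT3-luciferase reporter / Probe or stimulus: IL-6 stimulus at 33 ng/mL final / Schedule: 1 h compound pre-exposure, 6 h IL-6 stimulation, 37 °C / Technique: luminescence / Read-out basis: percent of IL-6-only median luminescence / Control set: IL-6-only high control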
TLR4 MyD88 comp: blocks binding of human TLR4 to MyD88; hit rate 0.18% among 200,000; O00206+Q99836; inhibition, % at 8.4 µM; HeLa CL3-4 TLR4/MyD88 BLA complementation, FRET ratio; in the data active means inhibition above about 25%;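 further: 0% = vehicle and 100% = reference inhibitor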
Target sequence (O00206 whole entry, looked up): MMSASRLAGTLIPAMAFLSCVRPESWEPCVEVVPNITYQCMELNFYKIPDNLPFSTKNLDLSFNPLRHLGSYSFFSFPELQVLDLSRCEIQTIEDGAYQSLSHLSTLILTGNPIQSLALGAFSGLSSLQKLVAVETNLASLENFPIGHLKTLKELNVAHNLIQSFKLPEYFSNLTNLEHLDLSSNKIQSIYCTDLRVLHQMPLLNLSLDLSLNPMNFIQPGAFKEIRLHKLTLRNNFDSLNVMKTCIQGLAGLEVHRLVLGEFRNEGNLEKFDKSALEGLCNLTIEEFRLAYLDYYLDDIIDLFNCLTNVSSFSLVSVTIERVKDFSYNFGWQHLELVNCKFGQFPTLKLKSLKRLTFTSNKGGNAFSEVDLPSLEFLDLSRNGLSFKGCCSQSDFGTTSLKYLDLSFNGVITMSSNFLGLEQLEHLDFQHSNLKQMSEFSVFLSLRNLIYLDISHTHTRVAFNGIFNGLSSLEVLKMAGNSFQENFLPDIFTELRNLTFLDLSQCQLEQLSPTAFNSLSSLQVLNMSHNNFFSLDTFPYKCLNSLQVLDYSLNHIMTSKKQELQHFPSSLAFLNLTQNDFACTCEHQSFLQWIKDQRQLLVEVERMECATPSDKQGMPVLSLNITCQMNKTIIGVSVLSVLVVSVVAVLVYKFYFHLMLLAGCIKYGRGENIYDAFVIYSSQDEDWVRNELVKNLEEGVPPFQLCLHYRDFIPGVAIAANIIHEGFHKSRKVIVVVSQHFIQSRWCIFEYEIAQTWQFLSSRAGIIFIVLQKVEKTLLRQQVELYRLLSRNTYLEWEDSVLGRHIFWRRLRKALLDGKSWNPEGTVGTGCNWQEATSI
Target sequence (Q99836 whole entry, looked up): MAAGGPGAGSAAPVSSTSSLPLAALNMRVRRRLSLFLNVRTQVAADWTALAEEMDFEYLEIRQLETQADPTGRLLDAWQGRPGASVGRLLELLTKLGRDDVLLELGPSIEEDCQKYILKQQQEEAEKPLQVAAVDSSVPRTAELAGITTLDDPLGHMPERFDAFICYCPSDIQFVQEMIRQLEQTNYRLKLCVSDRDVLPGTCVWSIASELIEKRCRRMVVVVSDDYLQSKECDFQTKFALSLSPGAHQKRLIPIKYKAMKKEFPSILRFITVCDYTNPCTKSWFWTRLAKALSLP
PPARg SRC-1 ag: agonists of human PPARgamma SRC-1 coactivator recruitment. PPARgamma-SRC-1 coactivator recruitment biochemical assay. AID 631. activation, % at 8 µM. hit rate 0.41% among 200,000; in the data active means activation above about 19%;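 further: 0% = DMSO and 100% = reference agonist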
SRC2 TRFRET art: counter-screen for PPARgamma SRC-2 recruitment agonists: TR-FRET artefact. hit rate 0.4% among 200,000. AID 1049. TR-FRET ratio at 8 µM. active compounds read high; in the data active means TR-FRET ratio above about 2000; further: inactives centre near 1500
ROMK mod: human ROMK K+ channel modulation, primary screen; P48048; Tet-inducible ROMK, thallium flux fluorescence; actives lie on both sides; B-score at 10 µM; hit rate 2% among 130,000;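 active means signal ratio slope over the read window, or its plate-corrected B-score, at least 3 SD from the plate mean, either direction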;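 further: B-score of the F/F0 ratio slope over 7 to 12 s after thallium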
PPARg SRC-2 ag: promotes SRC-2 coactivator recruitment by human PPARgamma; P37231; PPARgamma LBD-SRC-2 recruitment, biochemical; activation, % at 8 µM; hit rate 0.34% among 200,000; AID 1032; in the data active means activation above about 22%;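 further: 0% = vehicle and 100% = reference agonist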
S1P3 antagonist: blocks the human S1P3 receptor; hit rate 0.27% among 170,000; inhibition, % at 4.98 µM; AID 485; CHO S1P3 NFAT-BLA reporter, FRET fluorescence, antagonist mode; Q99500;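 active means inhibition above the plate cutoff, the mean inhibition of test wells on that plate plus 3 SD, cut at about 28% in these data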;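 further: cells challenged with S1P at its EC80 of 0.8 µM; blue over green emission ratio from cleaved BLA substrate after 4 h stimulation; 0% = S1P-stimulated wells and 100% = unstimulated DMSO-only wells; some compounds past the cut are filed as inactive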
An asterisk follows results filed as active; x = not tested or not shown.

entry	SMILES	PPARg SRC-2 ag	STAT3 activator	PPARg SRC-3 ag	RAM inhibit	STAT1 blocker	STAT3 blocker	TLR4 MyD88 comp	PPARg SRC-1 ag	S1P3 antagonist	SRC2 TRFRET art	ROMK mod
1	Cc1ccc(-c2csc(NC(=O)CCCc3cccs3)n2)cc1	3	100	5	3.9	11	-1	-7	-6	10	1651	x
2	CN(C)S(=O)(=O)N1CCC(Oc2ccc(C(=O)NC3CCCCC3)cc2)CC1	9	98	3	2.3	-9	9	-9	5	-6	1661	1.1
3	Cc1nc2ncnn2c(C)c1Cc1ccc(Cl)cc1F	5	97	0	1.7	8	3	-2	5	10	1464	0.35
4	Nn1c(SCc2cc([N+](=O)[O-])cc3c2OCOC3)nnc1-c1cccnc1	-4	107	-4	3.0	-5	-7	-1	6	-4	1545	-0.09
5	O=C(NCCN1CCOCC1)c1cc(Sc2ccccc2Cl)nc2ccccc12	-3	104	-1	-0.7	-2	-4	16	-4	1	1628	-1.1
6	CC(OC(=O)C1CSC2(c3ccc(F)cc3)CCC(=O)N12)C(=O)NC(N)=O (configuration not stated)	6	94	-1	0.4	0	9	12	6	-18	1519	-0.031
7	CC(=O)c1cccc(NC(=O)CSCc2ccc(Br)cc2)c1	-3	101	-3	7.3	-1	-2	-7	-2	1	1435	-1.4
8	Cc1ccc(N(CC(=O)Nc2ccc3c(c2)OCCO3)S(=O)(=O)c2c(C)n[nH]c2C)cc1	5	99	4	0.8	-9	6	10	6	12	1603	x
9	CCc1c(C(=O)N/N=C/c2cn[nH]c2-c2ccc(F)cc2)csc1C	9	99	-3	0.1	-4	3	-5	-1	-6	1368	-0.17
10	CN(CC(=O)N1CCCC1)S(=O)(=O)c1ccc2ccccc2c1	0	101	0	2.5	6	0	-2	1	-3	1427	0.19
11	CC1(C)CC(=O)C2=C(C1)Nc1ccccc1NC2c1ccc2c(c1)OCO2 (configuration not stated)	5	96	-3	1.3	-3	10	-9	10	-8	1815	x
12	CC1=CC(C)(C)N2C(=O)C3(C(C#N)=C(N)OC4=C3C(=O)CC(C)(C)C4)c3cccc1c32 (configuration not stated)	3	91	13	4.3	-2	17	14	3	-14	1631	0.047
13	Cc1cccc(NCCC(=O)c2ccc(Br)cc2)c1	7	100	5	3.9	8	5	-11	-8	x	1396	x
14	Cc1cccc(C)c1N1CCN(C(=O)Nc2ccc3c(c2)OCCO3)CC1	6	93	8	2.3	-12	18	-7	2	x	1444	x
15	COCc1ccc(C(=O)N2CCc3c([nH]c4ccccc34)C2c2ccccn2)s1 (configuration not stated)	3	97	2	0.9	5	7	-12	-4	14	1564	0.14

entry	SMILES	PPARg SRC-2 ag	STAT3 activator	PPARg SRC-3 ag	RAM inhibit	STAT1 blocker	STAT3 blocker	TLR4 MyD88 comp	PPARg SRC-1 ag	S1P3 antagonist	SRC2 TRFRET art	ROMK mod
16	O=C(c1ccc(Cl)cc1)C1CCN(C(=O)C2CC2)CC1	-9	88	-5	0.4	-6	17	5	0	x	1368	x
17	CCOC(=O)c1sc(NC(=O)CSc2nnc(C(C)C)n2C)nc1C	1	99	13	0.8	-3	5	0	3	x	1699	x
18	Cc1ccc(/C=N/N2CCN(c3ccc(Cl)cc3)CC2)o1	1	76	-4	0.9	2	31	10	11	x	1514	x
19	COc1cccc(C(=O)Nc2ccc(S(=O)(=O)Nc3onc(C)c3C)cc2)c1	6	101	-10	1.4	0	-3	0	-5	-56	1451	-0.34
20	Cc1ccccc1-n1c(SCc2c(C)noc2C)nnc1-c1c[nH]c2ccccc12	-2	90	3	1.1	6	20	13	-4	11	1328	-1.3
21	CN1CC(=O)N(CC(=O)NCCc2ccc(F)cc2)c2ccccc2C1=O	1	103	-1	0.3	4	1	-11	5	-11	1731	x
22	COc1cccc(-c2nc3n(n2)C(c2ccc4c(c2)OCO4)C(C(N)=O)=C(C)N3)c1 (configuration not stated)	1	101	-3	10*	21	2	1	4	-8	1530	1.4
23	Cc1c(C(=O)NCc2ccccc2)cnn1-c1ccccc1	-5	95	-1	-0.1	-1	11	8	-7	x	1581	0.017
24	Oc1ccc(Br)cc1-c1nc2cnccn2c1NC1CCCCC1	5	104	-5	-1.7	0	1	-5	-6	x	1471	0.66
25	Cc1ccc(S(=O)(=O)NCCCCCC(=O)Nc2nccs2)cc1	-1	99	3	1.1	-6	4	0	4	8	1479	x
26	CCC(C)(C#CCN1CCCCC1)OC(C)=O (configuration not stated)	-4	105	-4	4.8	-6	-4	-12	-4	-5	1524	0.63
27	Cn1c(N)c(C(=O)Nc2ccc3ccccc3c2)sc1=S	-7	100	14	-1.0	-79	5	-3	-4	x	1667	x
28	CCN(CC)c1ccc(N=Cc2ccccc2[N+](=O)[O-])cc1	9	105	16	0.8	4	0	-9	12	3	1719	-0.055
29	CSCCC(NC(=O)OC(C)(C)C)C(=O)NC(CC(C)C)C(N)=O (configuration not stated)	-1	104	-7	-0.5	-10	-1	-3	4	-10	1523	x
30	CCCC12CN3CC(C)(CN(C1)C3c1ccc(OC)cc1)C2=O (configuration not stated)	-4	100	4	-0.3	2	4	10	10	-6	1787	x

From entry 23 to 24, copied from above:
entry	SMILES	PPARg SRC-2 ag	STAT3 activator	PPARg SRC-3 ag	RAM inhibit	STAT1 blocker	STAT3 blocker	TLR4 MyD88 comp	PPARg SRC-1 ag	S1P3 antagonist	SRC2 TRFRET art	ROMK mod
23	Cc1c(C(=O)NCc2ccccc2)cnn1-c1ccccc1	-5	95	-1	-0.1	-1	11	8	-7	x	1581	0.017
24	Oc1ccc(Br)cc1-c1nc2cnccn2c1NC1CCCCC1	5	104	-5	-1.7	0	1	-5	-6	x	1471	0.66

Some of these compounds in order of molecular weight, highest first:
entry	SMILES	PPARg SRC-2 ag	STAT3 activator	PPARg SRC-3 ag	RAM inhibit	STAT1 blocker	STAT3 blocker	TLR4 MyD88 comp	PPARg SRC-1 ag	S1P3 antagonist	SRC2 TRFRET art	ROMK mod
24	Oc1ccc(Br)cc1-c1nc2cnccn2c1NC1CCCCC1	5	104	-5	-1.7	0	1	-5	-6	x	1471	0.66
27	Cn1c(N)c(C(=O)Nc2ccc3ccccc3c2)sc1=S	-7	100	14	-1.0	-79	5	-3	-4	x	1667	x
28	CCN(CC)c1ccc(N=Cc2ccccc2[N+](=O)[O-])cc1	9	105	16	0.8	4	0	-9	12	3	1719	-0.055
23	Cc1c(C(=O)NCc2ccccc2)cnn1-c1ccccc1	-5	95	-1	-0.1	-1	11	8	-7	x	1581	0.017

Carrying on.
entry	SMILES	PPARg SRC-2 ag	STAT3 activator	PPARg SRC-3 ag	RAM inhibit	STAT1 blocker	STAT3 blocker	TLR4 MyD88 comp	PPARg SRC-1 ag	S1P3 antagonist	SRC2 TRFRET art	ROMK mod
31	COc1ccc2c(c1)Cc1sc(NC(=O)c3ccccc3)nc1-2	-1	89	-6	1.6	-40	13	-4	-2	x	1513	0.095
32	COc1cccc(OCCNC(=O)Nc2cc(F)c(F)cc2Cl)c1	4	113	1	1.9	-3	-10	2	-1	-11	1632	-1.1
33	CCC(=O)OCc1c(C(F)(F)F)nn(C)c1Oc1cccc(C(F)(F)F)c1	-11	103	6	2.4	3	2	-4	-11	x	1519	x
34	CC1=CC(C)C2C(=O)N(CCCN(C)C)C(=O)C2C1 (configuration not stated)	5	102	-2	-0.1	3	2	-8	1	10	1360	-0.038
35	CC(=O)c1cc2c(cc1N(C(=O)Cn1nnc3ccccc31)C(C(=O)NCCC(C)C)c1cccnc1)OCO2 (configuration not stated)	12	97	5	-0.4	-2	11	-23	4	6	1602	0.21
36	Cc1ccc(C(OCCN(C)C)c2cccc(C(F)(F)F)c2)cc1 (configuration not stated)	4	103	-5	0.8	-5	-4	2	2	12	1562	-2.6
37	CN(C)c1ccc(NC(=O)c2ccc([N+](=O)[O-])cc2Cl)cc1	3	94	3	0.9	-51	11	-5	10	-4	1481	0.34
38	COc1ccc(CC(=O)Nc2ccc(S(=O)(=O)Nc3nc(C)cc(C)n3)cc2)cc1	8	104	3	1.7	-4	-1	5	-10	x	1370	-0.14
39	CC1CC(C)(C)NC(=S)N1CCC(=O)N1CCN(c2ccccc2)CC1 (configuration not stated)	-8	94	1	-0.9	-2	11	5	-1	-18	1269	1.9
40	O=C(CCCCN1CCCCC1)c1ccc2c(c1)Cc1ccccc1-2	0	107	-2	1.4	11	-2	-4	-11	7	1567	-4.5*
41	N=c1n(CC(=O)c2ccc([N+](=O)[O-])cc2)c2ccccc2n1Cc1ccccc1Cl	-2	102	-5	5.0	2	0	2	-2	0	1217	x
42	CN1CCN(C(=O)c2cnn(-c3ccccc3)c2NC(=O)c2ccccc2)CC1	4	96	0	1.2	5	7	12	4	2	1521	1.3
43	CCSc1nnc(NC(=O)NC2CCCCC2)s1	5	105	2	0.6	-16	2	6	-2	-13	1803	0.026
44	COCCOC(=O)c1c(C)oc2ccc(OC(=O)c3ccco3)cc12	11	86	1	1.6	-8	19	-2	8	-20	1819	-1
45	Cc1ccnc(Nc2nc3ccccc3o2)n1	5	64	4	-0.1	13	43*	-17	6	-14	1505	x

entry	SMILES	PPARg SRC-2 ag	STAT3 activator	PPARg SRC-3 ag	RAM inhibit	STAT1 blocker	STAT3 blocker	TLR4 MyD88 comp	PPARg SRC-1 ag	S1P3 antagonist	SRC2 TRFRET art	ROMK mod
46	CCCN(C(=O)c1cccs1)c1nnc(-c2ccncc2)s1	4	97	-1	-1.1	1	8	8	4	3	1519	-0.97
47	CC1CCCN(CC(O)COc2ccc3c(c2)OCO3)C1 (configuration not stated)	-5	97	2	2.5	1	6	9	12	10	1499	-0.16
48	Cc1ccc(C)c(C(=O)Nc2cc(C)nn2-c2nc(C)cc(C)n2)c1	0	109	0	0.9	-8	-4	4	-4	-3	1554	-0.91
49	COc1ccc(C(=O)NNC(=O)CSc2nnc(C)n2C)cc1	-3	95	3	0.7	5	9	12	5	-11	1664	0.59
50	OCC1(Cc2ccccc2C(F)(F)F)CCN(Cc2ccc3c(c2)CCO3)CC1	5	111	4	0.7	4	-7	-14	8	-13	1807	0.014

Part of the list above, as labelled records.
46: CCCN(C(=O)c1cccs1)c1nnc(-c2ccncc2)s1
  PPARg SRC-2 ag: 4	STAT3 activator: 97	PPARg SRC-3 ag: -1	RAM inhibit: -1.1	STAT1 blocker: 1	STAT3 blocker: 8	TLR4 MyD88 comp: 8	PPARg SRC-1 ag: 4	S1P3 antagonist: 3	SRC2 TRFRET art: 1519	ROMK mod: -0.97

47: CC1CCCN(CC(O)COc2ccc3c(c2)OCO3)C1 (configuration not stated)
  PPARg SRC-2 ag: -5	STAT3 activator: 97	PPARg SRC-3 ag: 2	RAM inhibit: 2.5	STAT1 blocker: 1	STAT3 blocker: 6	TLR4 MyD88 comp: 9	PPARg SRC-1 ag: 12	S1P3 antagonist: 10	SRC2 TRFRET art: 1499	ROMK mod: -0.16

Assay outcomes (PubChem)
